Screening results: PubChem, several laboratories
PostGolgi ctrl – inhibits growth of the yeast control strain. AID 738. 98,000 tested, 5% active. efflux-deficient yeast background strain, growth absorbance A615, 16 h. inhibition, % at 10 µM
S1P2 antag – S1P2 (human) receptor antagonism | O95136 | cell-based S1P2 antagonist assay, inhibition at 5 uM | inhibition, % at 5 µM | 97,000 tested, 0.21% active; in the data active = inhibition above about 45%;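 also: CRE beta-lactamase reporter cells expressing human S1P2 stimulated with S1P; 0% = agonist at EC80 alone and 100% = agonist plus reference antagonist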
Target sequence (O95136 whole entry, looked up): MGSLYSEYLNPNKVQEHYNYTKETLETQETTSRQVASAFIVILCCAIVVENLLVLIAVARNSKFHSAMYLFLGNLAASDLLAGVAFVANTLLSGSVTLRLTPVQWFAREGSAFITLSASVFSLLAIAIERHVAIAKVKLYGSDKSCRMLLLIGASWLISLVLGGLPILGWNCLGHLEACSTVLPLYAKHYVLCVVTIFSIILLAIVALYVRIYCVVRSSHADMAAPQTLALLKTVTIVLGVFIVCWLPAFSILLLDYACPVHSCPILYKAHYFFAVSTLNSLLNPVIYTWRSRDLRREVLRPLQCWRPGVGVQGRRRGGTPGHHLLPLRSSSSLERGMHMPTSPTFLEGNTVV
HUVEC inhibit – inhibitors of human endothelial cell proliferation; HUVEC proliferation, CellTiter-Glo luminescence, 72 h; active compounds read low; AID 648; 86,000 tested, 1.1% active; viability, % at 10 µM (by protocol);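 active = viability at or below 30%; inactive = viability above 30%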;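 also: 100% = median luminescence of DMSO-only cell control wells on each plate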
PostGolgi yeast – growth inhibition of a yeast mutant, post-Golgi transport screen; post-Golgi transport phenotypic cell assay; inhibition, % at 10 µM; 98,000 tested, 0.9% active;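 also: yeast cells grown in 1536-well plates; yeast grown about 18 h at 30C before absorbance read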
Lung fibro prol – blocks proliferation of human lung fibroblasts | LL 47 human lung fibroblast viability, ATP luminescence; active compounds read low | 85,000 tested, 1.1% active | viability, % at 10 µM;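 active = viability at or below 50% in the single dose screen; inactive = viability above 50%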;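 also: compound exposure lasted 72 h before the ATP readout; 100% = median luminescence of untreated cell-only wells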
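Test system: LL 47 human lung fibroblasts / Quantity: 1,150 cells in each well / Medium: IMEM growth medium with 15% fetal bovine serum / Incubation: 72 h compound exposure at 37 °C after overnight plating / Detection: CellTiter-Glo luminescence measuring cellular ATP / Read-out: % viability versus median cells-only luminescence / Benchmarks: cell-only wells, no compound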
H69AR inhibit – blocks growth of human H69AR lung tumor cells; H69AR lung tumor viability, ATP luminescence, 72 h; active compounds read low; viability, % at 10 µM; 85,000 tested, 6% active;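 active = viability at or below 40%; inactive = viability above 40%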;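 also: multidrug resistant small cell line overexpressing MRP-1 efflux transporter; 100% = mean luminescence of untreated control wells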
E coli WT exp – E. coli BW25113 growth inhibition, expanded screen; OD600 absorbance; growth inhibition, % at 100 µM; 98,000 tested, 0.15% active;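 active = growth inhibition above about 50% at one test dose, limit read from the data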;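 also: growth measured after 20 h incubation at 37 °C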
S1P2 agonist – S1P2 (human) receptor agonism; O95136; S1P2-expressing cell line, agonist reporter read-out; activation, % at 4.5 µM; 97,000 tested, 0.46% active; in the data active = activation above about 16%;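 also: 0% = vehicle low control and 100% = maximal reference agonist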
hDAT+cocaine – changed human dopamine transporter uptake under cocaine IC80. Q01959. LLC-PK1 hDAT cells, [14C]-dopamine uptake with cocaine IC80; actives deviate in either direction. B-score at 10 µM. 110,000 tested, 1.3% active;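 active = Z score or B-score, a plate-position-corrected score, falls beyond the plate's 99.7% confidence bounds, in either direction; inactive = both scores lie inside the 99.7% bounds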;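 also: scored against the spread of the other compound wells on the same plate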
Target sequence (Q01959 whole entry, looked up): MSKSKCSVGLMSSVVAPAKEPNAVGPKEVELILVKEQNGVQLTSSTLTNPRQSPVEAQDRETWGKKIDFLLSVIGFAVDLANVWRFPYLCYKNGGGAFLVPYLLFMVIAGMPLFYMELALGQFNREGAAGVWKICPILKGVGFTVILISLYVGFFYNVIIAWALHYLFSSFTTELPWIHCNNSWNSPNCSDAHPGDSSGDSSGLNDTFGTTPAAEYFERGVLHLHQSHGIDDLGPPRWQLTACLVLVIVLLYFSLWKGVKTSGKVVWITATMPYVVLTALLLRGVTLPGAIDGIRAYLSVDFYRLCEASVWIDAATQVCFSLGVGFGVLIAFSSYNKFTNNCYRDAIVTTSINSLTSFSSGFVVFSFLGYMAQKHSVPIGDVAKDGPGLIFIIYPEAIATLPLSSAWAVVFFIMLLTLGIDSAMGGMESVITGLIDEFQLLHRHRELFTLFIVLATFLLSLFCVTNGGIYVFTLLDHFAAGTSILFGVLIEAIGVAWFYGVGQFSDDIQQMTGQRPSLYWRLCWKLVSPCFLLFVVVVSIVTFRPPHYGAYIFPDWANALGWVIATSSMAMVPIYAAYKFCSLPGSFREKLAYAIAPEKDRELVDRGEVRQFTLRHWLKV
* marks the source's active call; other numbers are inactive results; . = not tested or not shown. Rule as the data show it, unless noted: active = inhibition above about 30%; inactive = the rest.

SMILES	PostGolgi ctrl	S1P2 antag	HUVEC inhibit	PostGolgi yeast	Lung fibro prol	H69AR inhibit	E coli WT exp	S1P2 agonist	hDAT+cocaine
O=C(CN1C(=O)c2ccccc2S1(=O)=O)N1CCc2ccccc21	-1	-6	87	2	105	61	3	-5	-1.1
Cc1cccc2cc(CN(CCCO)C(=O)Nc3cccc(Cl)c3)c(=O)[nH]c12	-2	17	76	-1	93	54	4	-3	1.4
O=C(C1CC(=O)N(C2CCCC2)C1)N1CCN(c2ccccc2F)CC1 (configuration not stated)	2	1	105	7	91	94	3	-4	-0.21
O=C(c1ccccc1-c1nc(-c2ccc(F)cc2)no1)N1CCCC1	10	-16	119	-17	102	53	-2	-4	1.2
COc1ccc(CC(=O)Nc2nc3n(n2)C(c2ccccc2)CC(=O)N3)cc1OC (configuration not stated)	8	6	108	0	101	105	-6	-3	-0.96
O=C1COc2ccc3ccccc3c2CN1	2	-31	99	0	96	104	6	0	-0.26
Cc1cc(OC(=O)c2ccccc2Br)cc(=O)n1C	6	23	.	2	.	.	-1	-5	0.28
C=CCc1cccc(CNc2nc3ccccc3n2CCC)c1O	18	18	75	-3	66	50	5	-3	0.8
CC(=O)Nc1ccc(S(=O)(=O)NC2(C(F)(F)F)C(=O)Nc3c2c(=O)[nH]c(=O)n3C)cc1 (configuration not stated)	4	1	100	-2	105	101	-3	-8	-0.91
CC(=O)N(/N=C1\Sc2ccccc2C1=O)c1cccc(C)c1	12	-40	111	18	106	49	-2	-12	1.5
CCOC(=O)C1=C(C)NC2=C(C(=O)C(C(=O)OC)C(C)C2)C1c1ccc(OC)c(O)c1 (configuration not stated)	10	1	96	0	93	92	3	-5	0.64
COCCN(C(=O)CCC(=O)Nc1ccccn1)C(C(=O)NCCC(C)C)c1ccc(OC)cc1 (configuration not stated)	3	24	97	11	90	88	-3	-5	0.67
O=C(CSc1nc(-c2ccco2)cc(C(F)(F)F)n1)NCc1cccs1	9	-7	.	-3	.	.	-6	-2	1.1
CCOC(=O)N1CCN(c2cc(N)c([N+](=O)[O-])cc2F)CC1	7	17	.	4	.	.	-1	-4	-0.69
CCC(C)(C)n1nnnc1CN1CCN(c2nc3cc(OC)ccc3cc2C#N)CC1	11	-16	66	-1	100	73	-3	-11	0.57
CC1CCCCN1C(=O)NC12CC3CC(CC(C3)C1)C2 (configuration not stated)	4	16	103	0	93	68	1	-4	-0.97
Cc1cc(C)c2cc(CN(CCO)Cc3nnnn3Cc3ccccc3)c(=O)[nH]c2c1	0	16	89	1	93	67	-2	-1	1.7
CCCN1C(=O)SC(CC(=O)Nc2ccccc2C)C1=O (configuration not stated)	.	6	93	.	106	30*	.	-3	-0.69
CCCC(=O)Nc1cccc(NC(=O)c2ccc3c(c2)OCCO3)c1	-7	-10	83	-5	95	80	-6	-13	1.5
CCC(C)[C@H](NC(=O)NCCCN1CCOCC1)C(=O)OC (some centres not stated)	8	24	93	-5	96	88	6	-8	-0.28
CCOC(=O)c1sc2ccccc2c1OC(=O)c1ccccc1	27	3	.	3	.	.	5	-3	0.79
Cc1cc(C(=O)CN2C(=O)c3ccccc3S2(=O)=O)c(C)n1CC1CCCO1 (configuration not stated)	-1	.	88	-7	98	90	-5	.	0.63
CC(C)(C)c1nc2c(C#N)c(-c3ccc(Cl)cc3)ccn2n1	22	-27	87	17	89	70	-3	5	-1
CS(=O)(=O)N(CC(=O)NC1CCCC1)c1ccc2c(c1)OCCO2	4	6	113	-2	112	89	-2	-4	-0.27
CCCC(=O)Nc1cc(-c2nnc(OC)c3ccccc23)ccc1N1CCCCC1	43*	-9	.	17	.	.	-6	-3	.

2 of the compounds above, field by field:
> CCC(C)(C)n1nnnc1CN1CCN(c2nc3cc(OC)ccc3cc2C#N)CC1
  PostGolgi ctrl: 11; S1P2 antag: -16; HUVEC inhibit: 66; PostGolgi yeast: -1; Lung fibro prol: 100; H69AR inhibit: 73; E coli WT exp: -3; S1P2 agonist: -11; hDAT+cocaine: 0.57

> CCCC(=O)Nc1cc(-c2nnc(OC)c3ccccc23)ccc1N1CCCCC1
  PostGolgi ctrl: 43*; S1P2 antag: -9; HUVEC inhibit: .; PostGolgi yeast: 17; Lung fibro prol: .; H69AR inhibit: .; E coli WT exp: -6; S1P2 agonist: -3; hDAT+cocaine: .

Record cards, as listed above.
Cc1cccc2cc(CN(CCCO)C(=O)Nc3cccc(Cl)c3)c(=O)[nH]c12 across the screens: PostGolgi ctrl: -2; S1P2 antag: 17; HUVEC inhibit: 76; PostGolgi yeast: -1; Lung fibro prol: 93; H69AR inhibit: 54; E coli WT exp: 4; S1P2 agonist: -3; hDAT+cocaine: 1.4
Cc1cc(OC(=O)c2ccccc2Br)cc(=O)n1C across the screens: PostGolgi ctrl: 6; S1P2 antag: 23; HUVEC inhibit: .; PostGolgi yeast: 2; Lung fibro prol: .; H69AR inhibit: .; E coli WT exp: -1; S1P2 agonist: -5; hDAT+cocaine: 0.28

Quoted from the listing:
O=C1COc2ccc3ccccc3c2CN1 @ PostGolgi ctrl: 2
CCOC(=O)N1CCN(c2cc(N)c([N+](=O)[O-])cc2F)CC1 @ PostGolgi yeast: 4
C=CCc1cccc(CNc2nc3ccccc3n2CCC)c1O @ S1P2 agonist: -3

Reformatted with values under each structure: entries from further up
Below each SMILES – PostGolgi ctrl | S1P2 antag | HUVEC inhibit | PostGolgi yeast | Lung fibro prol | H69AR inhibit | E coli WT exp | S1P2 agonist | hDAT+cocaine
CS(=O)(=O)N(CC(=O)NC1CCCC1)c1ccc2c(c1)OCCO2
 : 4 | 6 | 113 | -2 | 112 | 89 | -2 | -4 | -0.27
CC(C)(C)c1nc2c(C#N)c(-c3ccc(Cl)cc3)ccn2n1
 : 22 | -27 | 87 | 17 | 89 | 70 | -3 | 5 | -1

Other records follow.
SMILES	PostGolgi ctrl	S1P2 antag	HUVEC inhibit	PostGolgi yeast	Lung fibro prol	H69AR inhibit	E coli WT exp	S1P2 agonist	hDAT+cocaine
CC1CCCN(Cc2nc3c(c(=O)n(C)c(=O)n3C)n2CC(=O)c2ccccc2)C1 (configuration not stated)	8	.	100	0	105	89	-7	.	0.9
CCOC(=O)N1CCC(NS(=O)(=O)c2cc(Br)cc3c2N(C(=O)CC)CC3)CC1	4	.	102	20	95	95	5	.	.
CCOc1cc(C2C(C(=O)OC(C)C)=C(C)N=C3SCCC(=O)N32)ccc1OC(C)=O (configuration not stated)	39*	-9	95	-1	101	85	3	1	-0.13
CCC(C)c1ccc(OCC(=O)O)cc1 (configuration not stated)	1	17	103	-7	101	90	5	-3	-0.061
COc1ccccc1C1CN(c2ccc(F)cc2F)N=C1c1cccs1 (configuration not stated)	-4	-33	111	2	83	72	-13	17*	-0.93
c1ccc(COc2ccc(OCCCCN3CCCCC3)cc2)cc1	12	1	80	0	88	82	10	-6	0.26
COC(=O)NC(=C(Cl)Cl)S(=O)(=O)c1ccccc1	28	22	55	6	34*	1.1*	4	-11	-1.1
C=CCn1c(SCc2ccc(C#N)cc2)nnc1-c1cccc(Cl)c1	27	11	104	-5	94	89	-9	-3	-0.074
CCCc1cc(C(=O)Nc2cc(C)on2)no1	6	2	.	5	.	.	6	-5	0.38
CCNC(=S)Nc1ccc(N(c2ccccc2)C(C)C)cc1	15	-6	.	-1	.	.	-10	-4	-0.013
CC1=Nn2c(nnc2-c2ccccn2)SC1	0	11	116	4	110	97	-2	-3	0.014
C=CCn1c(=O)c2c(nc3n2CCS3)n(C)c1=O	0	-37	88	-3	101	91	-1	-4	0.56
CC(=O)Nc1ccc(S(=O)(=O)NCc2ccc3c(c2)cc(C)n3C)cc1	4	-8	96	2	100	92	-1	-1	-0.83
COc1ccc2ccccc2c1C1CC(=O)N2CN(Cc3ccco3)CSC2=C1C#N (configuration not stated)	16	22	96	11	94	102	19	-3	-0.47
ON=C1CCN(c2ncc(C(F)(F)F)cc2Cl)CC1	4	4	.	9	.	.	11	-6	-1.1
O=P(OC1CCCCC1)(OC1CCCCC1)C(O)c1c(Cl)cccc1Cl (configuration not stated)	36*	6	86	-3	92	87	-3	-5	0.63
COc1ccc(C2C(=O)N(C3CCCCCC3)CC(=O)N2Cc2ccccc2)cc1OC (configuration not stated)	18	6	91	-1	100	81	4	-3	-0.22
Cn1cc(CNC(=O)C23CC4CC(CC(C4)C2)C3)cn1	.	10	97	.	97	96	.	-6	-1.7
Cc1cccc(Nc2ncccc2C(=O)O)c1C	16	5	98	-1	98	89	-11	-3	0.26
Cc1noc(C)c1C(=O)Nc1sc(C)c(C)c1C#N	4	-15	95	15	94	84	-11	-9	0.082
Cn1cnc2c1c(=O)n(Cc1ccccc1)c(=O)n2C	-7	.	96	-7	98	95	5	.	-1.2
O=C1c2ccncc2C(=O)N1C1CCCCC1	-3	2	104	-3	101	94	7	-7	0.011
COC(=O)C1=C(C)Nc2ncnn2C1c1ccco1 (configuration not stated)	17	-1	95	4	100	97	-2	-4	0.021
O=C(Nc1nc2ccccc2s1)c1cnccn1	12	-9	.	-5	.	.	-7	-1	-0.59
COc1cc(NC(=O)c2cc(-c3cccc(O)c3)on2)cc(OC)c1OC	12	8	66	-13	92	28*	-11	-6	-0.097
(more compounds)
SMILES	PostGolgi ctrl	S1P2 antag	HUVEC inhibit	PostGolgi yeast	Lung fibro prol	H69AR inhibit	E coli WT exp	S1P2 agonist	hDAT+cocaine
CCCn1nnc(NC(=O)c2cccc(OCc3ccccc3)c2)n1	11	-9	85	-6	89	66	-2	-2	1.4
CC12CC(NC(=O)N1CCc1ccccc1)c1ccccc1O2 (configuration not stated)	16	8	99	-2	97	96	4	-5	0.2
C1=C(CCNc2ncnc3nc[nH]c23)CCCC1	14	.	87	6	92	102	1	.	-0.87
O=C(Nc1ccc(Cl)cn1)c1cnn2cccnc12	23	-6	88	11	102	55	-2	-5	-0.012
CSc1nc2ccc3nc(NC(=O)c4cccs4)sc3c2s1	-5	19	86	-11	91	51	-7	-9	-0.26
COc1ccc(/C=N/NC(=O)c2nonc2C)cc1	-9	-11	.	-4	.	.	1	-5	0.023
COC(=O)c1ccccc1N/C=C1\CCc2c(c(C)nn2-c2ccccn2)C1=O	14	-33	.	-5	.	.	-7	3	0.75
CCCOc1ccccc1C1CC(=O)NC(C)=C1C(=O)OCC(C)C (configuration not stated)	29	-23	111	-1	89	89	5	-2	0.45
O=C(CCn1ccc2ccccc21)Nc1ccc(N2CCOCC2)cc1	6	26	102	3	96	97	4	-7	-0.18
Cc1ccc(SCc2nc3ccccc3n2CC(=O)Nc2c(C)cccc2C)cc1	3	23	.	-4	.	.	-9	-5	0.64
CCn1nc2cc(C(=O)NCC34CC5CC(CC(C5)C3)C4)ccc2c1OC	-6	-7	.	6	.	.	-4	-5	1.3
C=CC(C)Sc1nc2c(c(=O)n(C)c(=O)n2C)n1Cc1ccccc1Cl (configuration not stated)	7	.	83	0	96	67	3	.	-1
COC(=O)c1ccc(COc2cccc(OC)c2)o1	1	-3	95	-8	93	93	-1	-1	-0.9
